ROC1-CUL1 inh – inhibitors of human ROC1-CUL1 ubiquitin ligase activity; in vitro K48 di-Ub FRET, acceptor:donor ratio, 45 min; inhibition, % at 10 µM; actives 0.6% (n = 140,000); in the data active = inhibition above about 25%
Target sequence (P62877 whole entry, looked up): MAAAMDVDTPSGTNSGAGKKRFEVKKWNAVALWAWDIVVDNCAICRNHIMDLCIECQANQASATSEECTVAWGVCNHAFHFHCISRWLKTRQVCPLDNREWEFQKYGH
Target sequence (Q13616 whole entry, looked up): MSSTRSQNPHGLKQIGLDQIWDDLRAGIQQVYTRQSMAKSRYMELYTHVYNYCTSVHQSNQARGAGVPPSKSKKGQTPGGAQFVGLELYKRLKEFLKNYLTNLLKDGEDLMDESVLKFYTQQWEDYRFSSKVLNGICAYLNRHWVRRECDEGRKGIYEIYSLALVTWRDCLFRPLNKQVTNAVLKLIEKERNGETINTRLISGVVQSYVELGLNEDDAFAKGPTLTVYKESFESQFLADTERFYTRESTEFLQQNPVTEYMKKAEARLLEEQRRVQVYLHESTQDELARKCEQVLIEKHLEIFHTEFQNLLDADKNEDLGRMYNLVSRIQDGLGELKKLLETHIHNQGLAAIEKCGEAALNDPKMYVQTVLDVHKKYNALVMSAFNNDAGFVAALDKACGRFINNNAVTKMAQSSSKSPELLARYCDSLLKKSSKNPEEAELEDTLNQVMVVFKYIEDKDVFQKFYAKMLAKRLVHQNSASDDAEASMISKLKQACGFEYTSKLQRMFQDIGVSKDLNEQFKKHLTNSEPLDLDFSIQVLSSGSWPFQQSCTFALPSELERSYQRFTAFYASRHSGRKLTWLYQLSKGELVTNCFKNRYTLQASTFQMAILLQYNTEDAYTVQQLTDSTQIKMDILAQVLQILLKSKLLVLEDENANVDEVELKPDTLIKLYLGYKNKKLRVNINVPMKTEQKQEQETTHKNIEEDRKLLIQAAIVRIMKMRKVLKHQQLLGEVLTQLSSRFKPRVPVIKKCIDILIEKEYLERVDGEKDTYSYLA
Starred values were filed as active, the others as inactive; & = joins results of further samples. Only part of the results is shown; count on the stated rates, not on these rows.

SMILES	ROC1-CUL1 inh
CCC1CC=C2C(C#N)C(=N)C(C#N)(C#N)C(c3cccs3)[C@H]2C1 (stereo not given in full)	-6
CCO/N=C(\C)C1C(=O)C(CC)=C(c2ccccc2)N(c2ccccc2)C1=O (stereo not given)	3
Cn1cnnc1SCc1cccc(F)c1	3
COc1cc(NC(=O)Cn2c(SCc3ccc(F)cc3)nc3cccnc32)cc(OC)c1	10
Cc1cc2c(n1-c1ccc(C(=O)NCC(C)c3ccccc3)cc1)CCCC2 (stereo not given)	-2
CSC(C[N+](=O)[O-])=NC(=O)c1ccccc1	3
COCCOC(=O)c1c2c(n3ccccc13)C(=O)c1ccccc1C2=O	-5
COc1ccc(OC)c(-c2nc(NC(=O)CCC(=O)c3ccc4cc(C)ccc4c3)sc2C)c1	4
OC1CCCN(CCNc2nc3nonc3nc2N2CCSCC2)C1 (stereo not given)	-2
CCC(=O)N(C)C(Cc1ccc(F)cc1F)C1CCN(C(=O)/C=C/c2ccc(F)c(F)c2)CC1 (stereo not given)	3
Clc1ccc(-c2cc3nccc(-c4nc5ccccc5s4)n3n2)cc1	-6
Cc1cc(C)cc(N2C(=O)CS(=O)(=O)C23C(=O)N(C)c2ccccc23)c1 (stereo not given)	0
CCc1cnc(NC(C)=O)s1	-1
Cc1c(OC(=O)C2CCCN2C(=O)OC(C)(C)C)ccc2c1oc(=O)c1ccccc12 (stereo not given)	-6
CCOc1ccc(C2C3=C(CC(C)(C)CC3=O)N(CC(=O)OCC(=O)c3ccc(Br)cc3)C3=C2C(=O)CC(C)(C)C3)cc1	6
COc1cc(C)ccc1OCCSc1nc2ccc(NC(=O)c3cccs3)cc2s1	-1
COC(=O)c1cc(-c2ccc(C)cc2C)nc2ccccc12	15
COC(=O)c1ccc(NC(=O)CC2C(=O)N(c3ccc(C)cc3)C(=O)N2Cc2ccc(OC)cc2)cc1 (stereo not given)	-8
CCOC(=O)N1CCN(Cc2nc3cc(NC(=O)c4ccccc4[N+](=O)[O-])ccc3n2C(C)C)CC1	1
COc1nnc(-c2ccc(N3CCCCC3)c(NC(=O)c3ccccc3)c2)c2ccccc12	14
Cc1c(NS(C)(=O)=O)cccc1C(=O)NC1CCCCCC1	-2
Cc1cc(-c2n[nH]c(=S)n2-c2ccc(C)c(C)c2)no1	-12
COc1ccccc1NC(=O)Cn1c(=O)n(-c2cccc(Cl)c2)c(=O)c2c1c1cc(C)ccc1n2C	0
O=[N+]([O-])c1cc(-c2nc(-c3ccccc3)no2)ccc1N1CCCC1	1
CCOC(=O)C1CCN(Cc2ccc(O)c3ncccc23)CC1	-2

Reprinted at random: 2 entries already listed.
SMILES	ROC1-CUL1 inh
COc1nnc(-c2ccc(N3CCCCC3)c(NC(=O)c3ccccc3)c2)c2ccccc12	14
COC(=O)c1cc(-c2ccc(C)cc2C)nc2ccccc12	15

In the list so far, 6 have an aryl methoxy group.
SMILES	ROC1-CUL1 inh
COc1cc(NC(=O)Cn2c(SCc3ccc(F)cc3)nc3cccnc32)cc(OC)c1	10
COc1ccc(OC)c(-c2nc(NC(=O)CCC(=O)c3ccc4cc(C)ccc4c3)sc2C)c1	4
COc1cc(C)ccc1OCCSc1nc2ccc(NC(=O)c3cccs3)cc2s1	-1
COC(=O)c1ccc(NC(=O)CC2C(=O)N(c3ccc(C)cc3)C(=O)N2Cc2ccc(OC)cc2)cc1 (stereo not given)	-8
COc1nnc(-c2ccc(N3CCCCC3)c(NC(=O)c3ccccc3)c2)c2ccccc12	14
COc1ccccc1NC(=O)Cn1c(=O)n(-c2cccc(Cl)c2)c(=O)c2c1c1cc(C)ccc1n2C	0

The list goes on.
SMILES	ROC1-CUL1 inh
O=C(CCn1nnc2ccccc21)N/N=C/c1cccnc1	-1
O=c1/c(=C/c2ccc(I)cc2)sc2nc(-c3cccs3)nn12	4
COC(=O)c1ccc(NC(=O)CCc2c(C)nc3c(c(C)nn3C(C)(C)C)c2C)cc1	-7
Cc1c(C(C)NCc2ccccc2)cnn1-c1ccc(F)cc1F (stereo not given)	0
C(=C\c1nc2ccccc2o1)/c1nc2ccccc2[nH]1	7
O=C1CCC(CCC(=O)N2CCCC(CCc3ccc(F)c(F)c3)C2)=NN1 (stereo not given)	-5
COc1ccc(-c2nn(-c3ccccc3)cc2CN2CCNC(=O)C2)c(F)c1	6
CCN(Cc1nc(-c2cccc(C)c2)no1)C(=O)C12CC3CC(CC(C3)C1)C2	2
COc1cc2c(-c3ccccc3O)nc3c(c(C)nn3-c3ccccc3)c2cc1OC	2
CC1=Nc2ncnn2C(c2cccc(Br)c2)C1C(=O)Nc1ccccc1C (stereo not given)	0
CSc1ccc(C2c3c(n[nH]c3-c3ccc(CC(C)C)cc3)OC(=N)C2C#N)cc1 (stereo not given)	2
CC1(C)CC2c3cccc(C(=O)O)c3C(=O)N2c2c1ccc1ccccc21 (stereo not given)	6
CCOC(=O)c1ccccc1SCc1ccccc1	-6
COc1cc(/C=c2\sc3n(c2=O)C(c2cccs2)C(C(=O)Nc2ccccc2)=C(C)N=3)cc(Cl)c1OCc1ccccc1 (stereo not given)	-12
COCCc1nn2c(=O)cc(COC(=O)C(c3ccccc3)c3ccccc3)nc2s1	-7
COc1cccc(-c2ccccc2NC(=O)C2CCN(C3CCC3)CC2)c1	-2
CC1(C)C2CCC1(C)C(OCC(O)CN1CCN(CCO)CC1)C2 (stereo not given)	0
CN(C)CCC#CC1(O)c2ccccc2-c2ccccc21	6
O=c1c2cccnc2n(Cc2ccc(Cl)cc2)c(=O)n1Cc1ccc(F)cc1	4
COC(=O)c1nnn(-c2ccc(Cl)cc2)c1C(=O)OC	-6
O=[N+]([O-])c1ccc(Nc2ccc(Oc3ccc(Nc4ccc([N+](=O)[O-])c5nonc45)cc3)cc2)c2nonc12	8
CCN(c1ccccc1)c1nnc(NC(=O)Nc2ccccc2F)s1	-6
CCOC(=O)c1cnc2c(C)cc(Cl)cc2c1NCCN1CCOCC1	-1
O=C(O)COc1ccc(Br)cc1/C=C1\SC(=O)N(Cc2ccc(F)cc2)C1=O	1
COC(=O)c1ccc(Cn2c(SCc3cccc(C)c3)nc3ccncc32)cc1	-5

3 compounds from above, ordered by the value under ROC1-CUL1 inh, rising.
SMILES	ROC1-CUL1 inh
CCc1cnc(NC(C)=O)s1	-1
COc1ccc(-c2nn(-c3ccccc3)cc2CN2CCNC(=O)C2)c(F)c1	6
O=[N+]([O-])c1ccc(Nc2ccc(Oc3ccc(Nc4ccc([N+](=O)[O-])c5nonc45)cc3)cc2)c2nonc12	8

(list continues)
SMILES	ROC1-CUL1 inh
CCOC(=O)c1scc(-c2ccccc2)c1S(=O)(=O)Nc1ccccc1F	0
COc1cccc(CN2CCCC(NCc3cccc(OCCO)c3)C2)c1 (stereo not given)	-3
Cc1ccc(C)c(CN2CCC(CNC(=O)C(CC(C)C)N3Cc4ccccc4C3=O)CC2)c1 (stereo not given)	0
CCn1c(CNC(=O)c2ccc(C)cc2)nnc1SCC(=O)Nc1ccc(C(C)C)cc1	5
O=[N+]([O-])c1ccc(Oc2nc3nonc3nc2Oc2ccc([N+](=O)[O-])cc2)cc1	8
FC(F)(F)c1c(Cl)nc(Nc2ccc(Cl)cc2)c(Cl)c1Cl	-1
COc1cc(/C=C2/SC(=O)N(C(C)C)C2=O)cc(I)c1OC(C)C	9
CCOC(=O)CC(NC(=O)c1cc2cc(OC)ccc2oc1=O)c1ccc(OC)cc1 (stereo not given)	-6
Cc1[nH]nc2c1C(c1ccc(COc3cccc(Br)c3)o1)C(C#N)C(=N)O2 (stereo not given)	12
Cc1cccc(C(=O)Nc2c(-c3ccccc3)nc3cc(C)ccn23)c1	-3
Cc1c(Cl)cccc1NC(=O)C1CCN(S(=O)(=O)N(C)C)CC1	2
CNC(=O)N(C)C(=O)NC1CCCCCCCCCCC1	3
COc1cccc(-c2ccnc3[nH]n(-c4ccccc4)c(=O)c23)c1	-3&6
CCN(CC)S(=O)(=O)c1cccc(-c2cn3cccnc3n2)c1	-12
COc1ccc(OC)c(/C=N\Nc2nccs2)c1	-15
O=C(c1ccc2c3c(cccc13)CC2)C1CCCN(C(=O)Cn2nc(Cl)ccc2=O)C1 (stereo not given)	-6
CCOc1ccc(OCC)c(NS(=O)(=O)c2cc(-c3cc(C)no3)ccc2C)c1	-9
Cc1ccc(C)n1-c1ccc(OC(=O)c2ccc(Cl)cc2Cl)cc1	-1
COc1ccc(CC(=O)N2CCOc3ccc(CN4CCN(Cc5ccccn5)CC4)cc3C2)cc1	10
Cc1nc2ncc3c(=O)n(Cc4ccco4)ccc3n2n1	-5
Cc1cc(Cl)ccc1OCC(O)CN1CCN(c2ccccn2)CC1 (stereo not given)	-5
O=C(OCc1ccccc1)c1c(Cl)sc2nnsc12	-2
COC(=O)c1ccc(NC(=O)c2cc3cc4ccc(OC)c(Cl)c4nc3s2)cc1	-3
CC(C)CS(=O)(=O)c1oc(-c2ccc(F)cc2)nc1S(=O)(=O)c1ccccc1	1
C=CCSc1nc(-c2ccccc2)nc2c1COC(C)(C)C2	-3
(listing goes on)
SMILES	ROC1-CUL1 inh
Fc1ccc(CCN2CCN(C3Cc4ccc(F)cc4Sc4cc(F)c(Cl)cc43)CC2)cc1 (stereo not given)	-5
Cc1noc(C)c1C(=O)Nc1cc(Cl)ccc1Cl	9
O=C1CCC(=O)C23C(=O)c4ccccc4C(=O)C12C1C=CC3C1 (stereo not given)	0
CC(C)Nc1nc(Cl)nc(NN(C)c2nc(N(C)C)nc(N(C)C)n2)n1	-2
COc1ccc(N2CCN(S(=O)(=O)Cc3ccc(Cl)cc3)CC2)cc1	-9
Cc1ccccc1NC(=O)c1cc2sccc2n1Cc1ccc(F)cc1	-4
COc1ccc(OC)c(CN2CCCC(C(=O)c3cc(F)ccc3OC)C2)c1 (stereo not given)	-7
COc1ccc2[nH]c3c(c2c1)CCN(C(=O)CCC1CCCC1)C3c1ccc(F)cc1 (stereo not given)	-2
CCN1CCc2nc3sc(C(=O)Nc4cccc(Cl)c4C)c(N)c3cc2C1	-4
CCOC(=O)NC(=S)Nc1cccc(C(F)(F)F)c1	7
Cc1cccc(/C=C2/C(=N)N3N=C(c4ccccc4Cl)SC3=NC2=O)c1	5
CCc1ccccc1NC(=O)CSc1ncc2c(n1)-c1cc(Cl)ccc1N(Cc1ccccc1)S2(=O)=O	-7
CN(C)CCCN1C(=O)C(=O)C(C(=O)c2ccccc2)C1c1ccccn1 (stereo not given)	-4
CC(=O)Nc1ccc(S(=O)(=O)N/N=C/c2ccc(C)s2)cc1	-4
O=C(NC(=S)Nn1cnc2c(c1=O)C1(CCCCC1)Cc1ccccc1-2)c1ccccc1	9
Cc1nc(CNC(=O)c2cn3c4c(cccc4c2=O)CC3)cc(=O)[nH]1	0
COc1ccc(OCC(O)Cn2cnc(-c3ccc(Br)cc3)c2)cc1 (stereo not given)	9
Cc1cccc(-c2nnc(SCC(=O)Nc3ccc(Br)cc3F)n2C)c1	-6
Cc1cccc(C)c1-n1c(C)cc(/C=C2/C(=O)NC(=S)N(c3ccc(F)cc3)C2=O)c1C	1
N#Cc1c(NC(=O)CSc2nc(-c3ccco3)cc(C(F)(F)F)n2)sc2c1CCCC2	-9
CCCCc1ccc2[nH]c(C)c(CN(C)C)c(=O)c2c1	7
COc1cccc(N2CCN(C(=O)c3ccc(CS(=O)c4cccc(Cl)c4)o3)CC2)c1 (stereo not given)	7
CCOC(=O)c1c(-c2ccccc2)csc1NC(=O)c1nc(S(=O)(=O)CC)ncc1Cl	-5
COc1cc(Cl)c(C(c2c(C)[nH]n(-c3ccc(F)cc3)c2=O)C2C(=O)N(c3ccc(F)cc3)N=C2C)cc1OC (stereo not given)	4
Cc1ccc(OCC(=O)Nc2ccc3nc(SCC(=O)N4CCCC4)sc3c2)cc1	2

Individual results from the results shown:
ROC1-CUL1 inh, Cc1noc(C)c1C(=O)Nc1cc(Cl)ccc1Cl is entered as 9
ROC1-CUL1 inh, Cc1cccc(C)c1-n1c(C)cc(/C=C2/C(=O)NC(=S)N(c3ccc(F)cc3)C2=O)c1C is entered as 1
ROC1-CUL1 inh, CC(C)Nc1nc(Cl)nc(NN(C)c2nc(N(C)C)nc(N(C)C)n2)n1 is entered as -2

Continued:
SMILES	ROC1-CUL1 inh
CCOC(=O)c1ccc(N=c2sc(C=C3C=Nc4ccccc43)c(O)n2C)cc1	-3
N#Cc1ccccc1CN1C(=O)S/C(=C\c2ccc(-c3ccc(C(=O)O)c(Cl)c3)o2)C1=O	0
CCOC(=O)c1cccc(NC(=O)Cn2nc3c(cc2=O)CCCC3)c1	-3
CCCCSc1nnc2c(n1)OC(c1ccc3c(c1)OCO3)N(C(C)=O)c1ccccc1-2 (stereo not given)	7
Cc1nc2nc(-c3cccs3)[nH]c2cc1Br	-1
Cc1ccc(-c2nc(CN3CCSCC3)c(C)o2)s1	6
COc1cccc(C(=O)N2CCC(C(=O)Nc3cccc(Cl)c3)CC2)c1	-2
CCS(=O)(=O)N1CCc2cc(C(=O)N3CCN(c4cccc(C(F)(F)F)c4)CC3)ccc21	10
O=C(Cc1cccnc1)c1cc2ccccc2[nH]1	3
CCOc1cc(/C=C2\N=C(SC)SC2=O)cc(Cl)c1OCc1ccccc1	-7
CC(=O)Nc1ccc(C(C)(C)C)cc1NC(C)=O	0
CN(C)CCC1CN(C(=O)CCc2ccsc2)CCO1 (stereo not given)	6
CC(=O)c1ccccc1NS(=O)(=O)c1cc2c(cc1C)NC(=O)CO2	8
COC(CN=C1CC(=O)OC12CCCCC2)OC	2
CN(C)c1ccc(C(CNC(=O)c2ccccc2F)N2CCc3ccccc32)cc1 (stereo not given)	-10
Cc1ccc(C2=NOC(=O)/C2=C\c2ccc(C)o2)cc1	49*
Cc1ccc(NC(=O)c2c(C)oc3ccc(O)c(CN4CCCCC4)c23)cc1	-1
COc1ncc(C(=O)N2CCC3(CCCN(Cc4ccc(F)c(F)c4)C3)C2)cn1 (stereo not given)	4
COc1cc2c(-c3ccccc3Cl)nc3c(c(C)nn3-c3ccccc3)c2cc1OC	5
c1ccc(C2OC3CCCCCCC3(c3ccccc3)S2)cc1 (stereo not given)	-4
CC(CCc1ccccc1)NC(=O)CSc1n[nH]c(-c2ccccc2)n1 (stereo not given)	8
CC(C)(C)C1c2[nH]c3ccccc3c2CCN1Cc1ccn[nH]1 (stereo not given)	-7
Cc1cc(C)nc(Sc2ccccc2)n1	-3
N/C(=N\OCc1ccc(F)cc1)c1nonc1N	-7
O=C1CCC(=O)N1c1ccc(F)cc1	-2
Cc1ncc2c(c1-c1noc(CN3CC(=O)NC3=O)n1)CCNC2	-5
